Screens: PubChem, National Center for Advancing Translational Sciences (NCATS)
DRD3 agonist – D3 dopamine receptor (human) agonism; P35462; D3R DiscoveRx beta-arrestin cells, luminescence, 90 min; max activation, %; hit rate 0.58% among 410,000; AID 652048; in the data active = max activation above about 30%; also: 0% is about no effect; mostly tested at two doses, the higher about 12 µM
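Agonist mode: compounds and dopamine controls were applied to plated cells for 90 min at 37 degrees C after an overnight attachment at 1500 cells/well. Luminescent read-out followed 30 - 60 minutes at room temperature with DiscoveRx detection reagent.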
WRN helicase inh – blocks human WRN helicase; Q14191; WRN helicase unwinding, fluorescent forked duplex, kinetic; Potency, µM (highest dose often 114 µM), inactives show at the highest dose activity change, negative = inhibition, most hits filed as inhibitors; hit rate 0.46% among 360,000; AID 651768; also: potency is read from the fitted curve at half-maximal effect; % is scaled to controls: 0 for no effect and ±100 for the full control effect; nearly all actives have a fitted effect of over 55% in size
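Kinetic red-fluorescence monitoring (525/598 nm) tracks WRN helicase activity after 100 nM fluorophore-quencher forked duplex and 2 mM ATP are added to 20 nM enzyme pretreated 15 min at room temperature with compound.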
PLK1 PBD inh – PLK1 (human) polo-box domain binding inhibition; P53350; Plk1 PBD binding of FITC phosphopeptide, fluorescence polarization; Potency, µM, for the others: max response, negative = inhibition, hits mostly inhibitors; hit rate 2.8% among 360,000; AID 720504; also: potency is read from the fitted curve at half-maximal effect; series mostly up to about 57 µM; % is scaled to controls: 0 for no effect and ±100 for the full control effect; nearly all actives have a fitted effect of over 65% in size
Target sequence (P53350 whole entry, looked up, the tested form may be a part): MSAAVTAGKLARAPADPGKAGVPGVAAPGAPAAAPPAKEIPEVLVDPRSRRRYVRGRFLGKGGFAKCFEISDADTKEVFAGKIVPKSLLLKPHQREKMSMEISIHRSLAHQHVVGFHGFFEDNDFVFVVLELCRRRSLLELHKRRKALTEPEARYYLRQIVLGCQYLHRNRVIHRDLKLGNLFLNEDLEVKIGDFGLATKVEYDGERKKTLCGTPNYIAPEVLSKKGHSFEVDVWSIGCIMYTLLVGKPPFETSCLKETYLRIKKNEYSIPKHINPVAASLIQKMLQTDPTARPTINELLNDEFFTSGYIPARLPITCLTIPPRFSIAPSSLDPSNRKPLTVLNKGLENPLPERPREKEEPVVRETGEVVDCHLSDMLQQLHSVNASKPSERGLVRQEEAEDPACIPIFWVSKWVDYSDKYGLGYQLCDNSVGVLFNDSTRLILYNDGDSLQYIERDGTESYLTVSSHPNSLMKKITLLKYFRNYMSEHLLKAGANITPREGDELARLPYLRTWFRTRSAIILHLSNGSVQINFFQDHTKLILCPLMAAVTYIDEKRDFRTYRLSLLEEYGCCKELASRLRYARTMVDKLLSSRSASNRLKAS
PI5P4Ka inh – PI5P4K alpha (human) kinase inhibition; P48426; PI5P4Kalpha enzyme, ADP-Glo luminescence, 60 min; hits give low values; max response, %; hit rate 1.2% among 330,000; AID 652105; active = max response of -50% or lower; inconclusive = between -30% and -50%; inactive = -30% or higher; also: value at the top dose of about 77 µM; % is scaled to controls: 0 for no effect and ±100 for the full control effect
Target sequence (P48426 whole entry, looked up): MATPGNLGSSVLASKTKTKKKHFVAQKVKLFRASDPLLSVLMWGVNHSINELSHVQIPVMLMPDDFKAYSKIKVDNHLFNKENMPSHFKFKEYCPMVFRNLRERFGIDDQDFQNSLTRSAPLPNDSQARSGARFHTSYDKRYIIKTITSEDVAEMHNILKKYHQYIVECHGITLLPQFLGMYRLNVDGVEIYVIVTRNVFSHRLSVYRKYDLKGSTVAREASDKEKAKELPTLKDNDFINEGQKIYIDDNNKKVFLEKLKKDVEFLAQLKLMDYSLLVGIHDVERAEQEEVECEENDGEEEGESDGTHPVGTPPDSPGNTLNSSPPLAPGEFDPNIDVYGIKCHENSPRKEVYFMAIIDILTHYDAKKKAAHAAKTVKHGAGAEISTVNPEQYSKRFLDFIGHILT
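Compounds were pin-transferred onto PI5P4Kalpha and substrate in HEPES pH 7.4 buffer with EGTA, CHAPS and 5% DMSO. ATP (5 microM final) started the reaction, which ran 60 minutes at room temperature before ADP-Glo detection.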
GLP1R inv ag – inverse agonists of human GLP-1 receptor; Potency, µM (titrated, usually from 38.3 µM), without a hit: at the highest dose activity change, negative = inhibition, hits mostly inhibitors; HEK293 GLP-1R CRE-luciferase, luminescence, 24 h; GLP-1R form is constitutively active; P43220; hit rate 1.6% among 410,000; also: potency is read from the fitted curve at half-maximal effect; % is scaled to controls: 0 for no effect and ±100 for the full control effect; nearly all actives have a fitted effect of over 55% in size
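Luminescence readout: a drop in cAMP-driven luciferase signal flags inverse agonism at a constitutively active GLP-1R stably expressed in HEK293. Compound exposure lasted 24 hr at 37 deg C, 5% CO2.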
IL-2 act – activators of IL-2. hit rate 0.065% among 360,000. IL-2 activation reporter assay, cell-based qHTS; stimulated with anti-CD3/CD4/CD28 beads; in transgenic mouse T cells. activation, % (series mostly up to about 46 µM); in the data active = activation above about 50%; inconclusive = mostly about 30% to 49%; also: 0% is about no effect
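Unstimulated transgenic mouse T cells; 60-min compound exposure; bead-based TCR/CD4/CD28 stimulation; 18 h culture, 37 degrees C; dual fluorescence (EGFP, DsRed) plate cytometry.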
DRD3 antagonist – antagonists of human D3 dopamine receptor; P35462; D3R cells, DiscoveRx beta-arrestin luminescence, antagonist mode; hits give low values; max response, negative = inhibition, %; hit rate 2.5% among 360,000; in the data active = max response below about -50%; inconclusive = no clear call, values can overlap the other calls; also: % is scaled to controls: 0 for no effect and ±100 for the full control effect; mostly tested at two doses, the higher about 12 µM
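Cells expressing the human receptor were seeded at 1500 cells/well, incubated overnight at 37 degrees C in 5% CO2, then exposed to library compounds with dopamine controls for 90 minutes at 37 degrees C before luminescent detection.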
GLP1R ag – agonists of human GLP-1 receptor; P43220; HEK293 GLP-1R CRE-luciferase, luminescence, 4-6 h; cells express a hypersensitive GLP-1R form; Potency, µM (series often up to 45.6 µM), inactives show at the highest dose activation, most hits filed as activators; hit rate 0.007% among 380,000; AID 624172; also: potency is read from the fitted curve at half-maximal effect; % of control where 0% means no effect
HEK293 tox – cytotoxic in the GLP-1 receptor inverse agonist counter-screen; HEK293 cAMP-luciferase reporter cells, luminescence, 24 h; Potency, µM (doses to about 38.3 µM), inactives show at the highest dose activity change, negative = inhibition, usual class: inhibitors; hit rate 0.13% among 410,000; AID 624418;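 also: loss of luciferase light is scored as toxicity; potency is read from the fitted curve at half-maximal effect; % is scaled to controls: 0 for no effect and ±100 for the full control effect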
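1536-well qHTS counterscreen of the MLSMR; 200 cells/uL, 12 h pre-incubation, 23 nL cpd, 24 h at 37 deg C 5% CO2, luciferase detection reagent, 12 min RT, luminescence. Inhibition = undesired.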
* hit, by the source's call; u = inconclusive; x = no result given; [ ] = dose if it differs, or a comment. Unless noted, calls follow the shape of the dose curve; as a rule, active = well fitted curve in the direction sought with a large enough effect; inconclusive = small, poorly fitted or top-dose-only effect, or another doubt; inactive = no such curve, though single readings can be large; an effect the other way counts as inactive or inconclusive.

SMILES	DRD3 agonist	WRN helicase inh	PLK1 PBD inh	PI5P4Ka inh	GLP1R inv ag	IL-2 act	DRD3 antagonist	GLP1R ag	HEK293 tox
COc1ccc(N(CC(=O)N2CCCC2)S(=O)(=O)c2ccc(NC(C)=O)cc2)cc1	-20.1	14.6%	-12.2%	8.4	14.6%	3.3	3.4	7.9%	6.7%
CN(C)CCCn1c(SCC(=O)N2c3ccccc3Sc3ccccc32)nc2ccccc2c1=O	-0.7	2.1%	-19.0%	12.8	u	-3.1	-3.7	-34.1%[inhibitor]	-13.0%
COc1ccc(F)c(CN2CCC(CO)(Cc3cccc(C(F)(F)F)c3)CC2)c1	-20.2	3.9%	-8.7%	-1.9	u	-4.4	-14.7	11.2%	-3.3%
Cc1ccc(C(=O)NC(=S)Nc2ccccc2N2CCOCC2)cc1C	-7.0	u	-6.7%	11.5	-23.7%	0.0	0.1	4.6%	-2.3%
O=C(CNC(=O)C1COc2ccccc2O1)Nc1cc(Cl)ccc1Cl (centres undefined)	-4.1	-2.9%	0.7%	-1.9	-11.8%	-0.7	6.2	-11.7%	-0.7%
COCc1cc(=O)[nH]c(N2CCN(Cc3ccc4c(c3)OCO4)CC2)n1	1.5	3.9%	-13.2%	-9.3	-6.8%	-0.3	-7.4	-5.6%	1.1%
Cc1cccc2nc(CNC(=O)C3CCC(=O)N(Cc4ccccc4F)C3)cn12 (centres undefined)	4.9	-29.0%	-2.8%	-1.0	11.9%	-2.3	20.5	-1.1%	-9.0%
O=[N+]([O-])c1cccc(-c2nc(-c3ccccn3)no2)c1	5.1	-13.2%	-6.1%	-3.2	-12.3%	0.3	13.7	-1.6%	1.7%
Cc1cccnc1NC(=O)C1CCN(S(=O)(=O)c2c(C)noc2/C=C/c2ccco2)CC1	-1.8	-23.5%	-13.8%	4.8	-0.3%	-0.1	0.6	-2.6%	-17.7%
CSc1nnc(C)c(=O)n1COC(=O)c1ccc(S(=O)(=O)N2CCOCC2)cc1	8.5	-2.4%	-6.1%	-0.3	9.6%	0.2	-0.7	-9.9%	3.7%
COc1cc([N+](=O)[O-])ccc1NC(=O)C[n+]1cccc(C)c1	-4.0	5.9%	0.5%	0.2	0.0%	-2.6	-8.5	4.3%	-10.3%
Cc1ccc(SCc2ccc(C(=O)Nc3ccccc3Br)cc2)cc1	1.0	-14.7%	3.4%	18.6	-9.8%	-0.7	9.4	-4.9%	4.6%
COc1cccc(C(C(=O)NC(C)(C)C)N(C(=O)CCC(=O)Nc2cc(C)on2)c2ccc3c(c2)OCCO3)c1OC (centres undefined)	-12.9	-0.1%	-11.1%	-6.4	27.2%	-1.2	10.7	4.4%	8.6%
Cc1ccn2cc(CCNS(=O)(=O)c3ccc4c(c3)CCCC4)nc2c1	0.3	-0.9%	-11.9%	4.6	u	1.8	6.2	19.8%	-2.5%
Fc1ccc(CN2CCN(c3ncccn3)CC2)c(F)c1	17.7	6.9%	1.1%	0.3	-11.0%	0.5	10.4	4.5%	-32.6%
Cc1ccc(N(C(=O)CC2NC(=O)NC2=O)C2(C(=O)NC3CCCC3)CCCCC2)cc1 (centres undefined)	-10.5	-3.7%	-11.1%	5.5	-5.0%	-0.8	-26.5	0.1%	-2.2%
CC(=O)c1cccc(OCC(=O)N(Cc2ccco2)c2c(N)n(Cc3ccccc3)c(=O)[nH]c2=O)c1	0.1	6.6%	3.1%	-5.3	16.9%	11.1	7.4	-3.8%	-19.6%
CCOC(=O)[C@@H]1[C@H]2COc3ccccc3[C@@H]2N2C(=O)N(c3cccc(Cl)c3)C(=O)[C@@]12C	-4.4	2.0%	-9.8%	4.0	0.0%	-0.4	8.2	4.2%	-5.3%
CC(C)CCNC(=O)CN(Cc1ccco1)C(=O)c1snc(C(N)=O)c1N	-5.3	-11.8%	-12.2%	-1.3	19.6%[7.66 µM]	0.1	-13.6	10.5%	3.7%[7.66 µM]
C=CCN(Cc1cccc(OC)c1OC)S(=O)(=O)N(C)C	5.7	-0.9%	-4.2%	x	0.3%	-0.5	8.5	-8.6%	-20.4%
CCc1ccc2[nH]c(O)c(N=NC3=NC(=O)CS3)c2c1	-4.5	-15.7%	-23.7%	-20.8	2.8%	-2.3	-5.7	-0.4%	-28.8%
COC(=O)c1ccccc1NC(=O)c1ccccc1SC	3.1	1.3%	-10.0%	-7.1	10.0%	-0.3	1.7	9.4%	8.3%
O=C1c2ccccc2C(Nc2ccc3nc(-c4cccnc4)[nH]c3c2)N1Cc1ccco1 (centres undefined)	5.5	-11.8%	-2.6%	3.3	36.1%[activator]	-3.5	9.6	5.8%	23.9%
COc1ccc(-c2nc(CN3CCC(C(=O)NC4CC4)CC3)c(C)o2)cc1OC	4.8	8.6%	-2.2%	3.3	2.3%	-2.0	11.1	-0.3%	-6.7%
CCC(Sc1nc(C)cc(C)n1)C(=O)Nc1nccs1 (centres undefined)	12.3	5.2%	-7.2%	0.5	40.6%[activator]	-1.9	12.9	12.6%	-5.6%
O=C(NCc1ccco1)c1cccc(NS(=O)(=O)c2ccccc2F)c1	-4.4	0.4%	-4.7%	-1.4	-8.7%	-2.6	17.3	0.2%	5.7%
CCOC(=O)N1CCN(C(=O)COC(=O)CNC(=O)c2ccc(OCC)c(OCC)c2)CC1	-1.3	-0.4%	-6.7%	1.3	33.4%[activator]	-2.0	6.0	7.3%	-1.4%
CN(Cc1cccs1)C(=O)CCc1c[nH]c2ccccc12	-0.6	1.0%	-9.6%	-1.1	-3.8%	-2.4	-13.2	7.9%	-5.4%
Cn1cc(S(=O)(=O)N2CCCCCC2)cc1C(=O)Nc1ccc(Cl)c(C(F)(F)F)c1	3.7	x	x	x	7.7%	x	x	-2.0%	0.8%
CC1(C)CC(=O)C2=C(C1)Nc1ccccc1NC2c1cccnc1 (centres undefined)	-1.6	-10.8%	-6.4%	-3.2	15.9%	-0.9	-3.8	0.4%	1.1%
CN(Cc1ccc(F)cc1)C(=O)c1ccc2c(c1)NC(=O)CS2	1.7	-2.2%	2.3%	1.2	17.0%	1.3	18.1	19.1%	-16.8%
CCOC(=O)c1ccc(NC(=O)C(=O)NCc2ccc(/C=C(/C#N)C(=O)NCCOC)o2)cc1	0.3	2.2%	5.5%	-11.6	14.1%	0.5	6.9	3.7%	-0.6%
O=S(=O)(NCCc1ccncc1)c1cc(Br)ccc1F	-12.6	8.5%	-15.2%	0.0	-1.0%	-2.1	-8.6	0.0%	21.7%
Nc1nc(N)c(S(=O)(=O)c2ccccc2)c(Nc2ccc(F)cc2)n1	-9.3	x	x	x	0.0%	x	x	17.6%	10.2%
Cc1ccc(S(=O)(=O)N(C)C)cc1NC(=O)COC(=O)CCNS(=O)(=O)c1ccccc1	-10.9	2.7%	-2.6%	-3.2	4.5%	-5.5	7.7	-2.6%	3.7%
Cc1ccc(CC23CN4CCN(CC(C4)C2O)C3)c(C)c1 (centres undefined)	-1.6	-2.2%	-6.0%	x	0.0%	-4.0	-5.0	0.4%	0.9%

Single values from above:
Entry for `CC1(C)CC(=O)C2=C(C1)Nc1ccccc1NC2c1cccnc1` (centres undefined) under DRD3 antagonist: -3.8
Entry for `Cc1ccc(CC23CN4CCN(CC(C4)C2O)C3)c(C)c1` (centres undefined) under PLK1 PBD inh: -6.0%

The results go on.
SMILES	DRD3 agonist	WRN helicase inh	PLK1 PBD inh	PI5P4Ka inh	GLP1R inv ag	IL-2 act	DRD3 antagonist	GLP1R ag	HEK293 tox
CCc1[nH]nc2c1C1(CCOC1C)C(C#N)=C(N)O2 (centres undefined)	-7.7	-1.6%	-16.4%	-3.1	19.4%	1.4	-57.0*	-10.6%	8.5%
CCn1cc(C(=O)NN)c(=O)c2cc(F)c(N3CCCCC3)cc21	-2.2	2.2%	4.0%	2.2	9.3%	-1.4	-6.3	7.9%	2.6%
COc1ccc(CNC(=O)N2CCN(S(=O)(=O)c3ccccc3F)CC2)cc1	15.7	-2.7%	-0.7%	1.1	-7.8%	-3.7	7.9	5.7%	-6.1%
CCCCC(CCC(=O)O)(C(=O)OCC)c1csc(Nc2ccc(OCC)cc2)n1 (centres undefined)	1.9	-0.6%	-17.0%	-1.0	-7.0%	0.7	4.1	-1.8%	-0.5%
O=C(Nc1cccc(-c2cn3cccnc3n2)c1)c1ccco1	-22.3	-3.5%	-5.9%	x	61.4%[activator]	-3.3	7.9	12.9%	5.0%
Cc1ccc(Cl)c(N/C=C/C(=O)c2ccccc2)c1	1.6	-4.6%	-11.9%	26.7	u	0.1	11.5	10.1%	2.6%
Brc1ccc(OCCCOc2cccc3cccnc23)cc1	4.1	4.4%	-12.0%	4.6	u	-0.9	20.3	u	25.9%
COc1ccc(CCNC(=O)CCS(=O)(=O)c2ccc3c(c2)NC(=O)CO3)cc1OC	-1.6	-5.9%	-3.2%	0.4	-12.1%	-1.3	1.5	5.4%	-0.5%
O=C(Nc1ccc(Br)cc1)Nc1ccccc1Cl	2.5	-0.5%	2.4%	6.1	u	0.1	33.9	19.6%	-3.5%
COc1ccc(C(=O)NC(=S)Nc2ccc3[nH]c(=O)[nH]c3c2)cc1Br	3.9	-2.4%	-7.6%	7.6	11.3%	-2.1	10.2	-5.1%	1.8%
CCOC(=O)c1c(C)[nH]c(C)c1C(=O)COC(=O)c1ccc(Cl)c(S(N)(=O)=O)c1	3.5	-5.3%[57.1 µM]	-0.3%	7.5	5.1%	0.4	-5.7	0.9%	-3.2%
Cc1cc(-n2nc(C)cc2C)nc(N)n1	-1.8	5.7%	-17.3%	0.7	42.8%[activator]	2.7	13.2	-2.3%	2.5%
Cc1cc(=O)[nH]c(SCc2nc3ncccn3c2Br)n1	-9.0	-5.8%	-1.6%	x	0.0%	2.8	14.0	-0.2%	0.9%
Cc1ccc(SCC(=O)n2nc(C)cc2C)cc1	1.0	4.1%	-9.0%	-7.2	15.7%	-2.5	1.2	4.2%	-12.0%
Cc1ccc(S(=O)(=O)N2[C@H](CC(=O)Oc3ccccc3)OC[C@@H]2C(C)C)cc1	-14.1	0.9%	4.6%	2.9	11.9%	-0.8	-8.3	x	0.9%
Cc1ccsc1C(=O)NNC(=O)c1ccncc1	-7.4	-16.6%	-9.5%	9.0	6.3%	-1.1	-3.9	-0.9%	-5.7%
